Mito fusion act: inhibitors of mitochondrial division or activators of mitochondrial fusion. S. cerevisiae fusion-defective mutant growth rescue, CellTiterGlo 48 h. actives 0.23% (n = 320,000). Potency, µM (doses to about 46.1 µM), without a hit: at the highest dose growth rescue (activation), most hits filed as activators;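 further: potency means the concentration at half of the fitted maximal effect; % of control where 0% means no effect; nearly all actives have a fitted effect of over 45% in size; temperature-sensitive fusion mutants such as fzo1-1 at 37 °C on non-fermentable ethanol glycerol medium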
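Yeast fusion mutant, YPEG (non-fermentable carbon), compound, 48 h at 37C non-permissive; CellTiterGlo added, 10 min RT, luminescence read. Rescued growth = division inhibition.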
Tb PFK block: inhibitors of T. brucei phosphofructokinase | AID 485367 | Potency, µM (series often up to 57.5 µM), inactives show top-dose activity, negative = inhibition, actives largely listed as inhibitors | T. brucei PFK, ADP-Glo luminescence | actives 0.17% (n = 330,000) | O15648;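 further: potency means the concentration at half of the fitted maximal effect; 0% = uninhibited 1x PFK enzyme wells and -100% = no-enzyme wells; nearly all actives have a fitted effect of over 60% in size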
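PFK 1.25 nM, F6P 0.5 mM, ATP 0.1 mM, 0.1 M TEA pH 8.0, 5 mM MgCl2, 0.01% Tween20, 0.1% BSA; 45 min RT. ADP-Glo readout. qHTS titration up to 57 uM; curves fitted, compounds curve-classed.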
Chronic BCR inh: chronic active BCR signaling inhibition | ABC-DLBCL IkBa-CBG/CBR reporter, luminescence ratio, 4 h | Potency, µM (series often up to 46.1 µM), inactives show top-dose ratio change, negative = lower green/red ratio, actives largely listed as inhibitors | actives 0.05% (n = 340,000) | AID 493014; active means well fitted inhibition curve with a large enough effect in the signal ratio, with a control signal flat, not every such curve was filed as active; inconclusive means small, poorly fitted or top-dose-only effect, or effect the other way, or a change in a side signal; the % refers to the signal ratio;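 further: potency means the concentration at half of the fitted maximal effect; plate controls were basal doxycycline-induced cells for no effect and cells given 10 µM MG132 for full effect; MG132 reads +100%, hits lower the ratio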
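Compounds up to 46 uM were incubated four hours with TMD8 cells whose green CBG68 luciferase is fused to IkappaBalpha; red CBR luminescence normalised the signal, and concentration-effect curves were fitted to fusion, red and ratio data.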
TCR activator: T cell receptor activation; 330,000 tested, under 10 active; Potency, µM (doses to about 9.22 µM), inactives show top-dose activation of IL-2 secretion, actives largely listed as activators; primary human leukocytes, anti-CD3, IL-2 HTRF, 48 h; further: % of control where 0% means no effect
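IL-2 release read by HTRF sandwich (Eu cryptate donor, d2 acceptor, 665 nm emission) after 48 hr exposure of primary human leukocytes to compound together with anti-CD3 beads in the absence of co-stimulatory signals.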
ELG1 DNA repair: ELG1-dependent DNA repair inhibition | AID 504467 | Potency, µM (series often up to 46.1 µM), for inactives: at the top dose activity change, negative = inhibition, usual class: inhibitors | actives 2.3% (n = 330,000) | HEK293T ELG1-luciferase reporter, luminescence, 16 h; DNA damage induced by 5-fluorouridine; further: potency means the concentration at half of the fitted maximal effect; on the % scale 0 is the no-effect control and ±100 the full control effect; nearly all actives have a fitted effect of over 55% in size
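HEK293T cells expressing luciferase-tagged ELG1 (2,000/well) received 5-Fluorouridine plus compound or DMSO for 16 hr at 37 °C. Luciferase was read by ONE-Glo luminescence after 30 min at room temperature.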
AT treatment: potential ataxia-telangiectasia treatments restoring KAP-1 phosphorylation | […] A-T fibroblasts, KAP-1 phosphorylation AlphaLISA; neocarzinostatin DNA damage 30 min before lysis | Potency, µM (series often up to 57.5 µM), without a hit: at the highest dose activation, actives largely listed as activators | actives 0.19% (n = 320,000) | AID 485349; further: potency means the concentration at half of the fitted maximal effect; % of control where 0% means no effect; nearly all actives have a fitted effect of over 45% in size
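hTERT-immortalized A-T patient fibroblasts ([…]), 500 cells/well in OPTI-MEM, 1% FBS, got compounds for 60 min, then NCS for 30 min at 37C. Lysates were then assayed for phospho-KAP-1 by AlphaLISA (anti-pKAP1 donor, anti-KAP1 acceptor beads), 6 hr at 25C.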
PTAP TSG101 blk: blocks PTAP/TSG101 interaction to inhibit HIV-1 budding; Q99816; Fluorescence polarization, FITC-PTAP peptide / Tsg101 binding; Potency, µM (series often up to 115 µM), for inactives: at the top dose activity change, negative = inhibition, most hits filed as inhibitors; 340,000 tested, under 10 active; AID 493005; active means well fitted inhibition curve with a large enough effect in the main read-out, with a control signal flat, not every such curve was filed as active; inconclusive means small, poorly fitted or top-dose-only effect, or effect the other way, or a change in a side signal; inactive means no such curve, though single readings can be large or run the other way; further: potency means the concentration at half of the fitted maximal effect; % of control where 0% means no effect
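Tsg101 binding domain (10 uM final) was mixed with compound and a FITC-labeled PTAP peptide (50 nM final) in HEPES pH 7.5 buffer with NaCl, Tween 20, EDTA and TCEP; fluorescence polarization was read after 20 min at r.t.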
S-ASM inh: blocks human secretory acid sphingomyelinase | Potency, µM (titrated, usually from 57.5 µM), for the others: at the highest dose activity change, negative = inhibition, hits mostly inhibitors | actives 0.006% (n = 340,000) | placental ASM, HMU-PC fluorogenic substrate, 60 min; further: potency means the concentration at half of the fitted maximal effect
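qHTS format. ASM enzyme prepared from human placenta hydrolyses the fluorogenic substrate HMU-PC0 (9 uM final) over 60 min at 37 °C after a 10 min compound preincubation.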
TSHR antagonist: blocks TSH signaling through the human TSH receptor; P16473; actives 0.2% (n = 330,000); activity change, negative = inhibition, % at 11.5 µM; TSHR-expressing cells, TSH-stimulated cAMP HTRF, 2 h; hits give low values;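 active means activity change below a set negative limit, meaning inhibition stronger than a set level, cut at about -70% in these data; inconclusive means activity change between two set negative limits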; further: on the % scale 0 is the no-effect control and ±100 the full control effect
Target sequence (P16473 whole entry, looked up): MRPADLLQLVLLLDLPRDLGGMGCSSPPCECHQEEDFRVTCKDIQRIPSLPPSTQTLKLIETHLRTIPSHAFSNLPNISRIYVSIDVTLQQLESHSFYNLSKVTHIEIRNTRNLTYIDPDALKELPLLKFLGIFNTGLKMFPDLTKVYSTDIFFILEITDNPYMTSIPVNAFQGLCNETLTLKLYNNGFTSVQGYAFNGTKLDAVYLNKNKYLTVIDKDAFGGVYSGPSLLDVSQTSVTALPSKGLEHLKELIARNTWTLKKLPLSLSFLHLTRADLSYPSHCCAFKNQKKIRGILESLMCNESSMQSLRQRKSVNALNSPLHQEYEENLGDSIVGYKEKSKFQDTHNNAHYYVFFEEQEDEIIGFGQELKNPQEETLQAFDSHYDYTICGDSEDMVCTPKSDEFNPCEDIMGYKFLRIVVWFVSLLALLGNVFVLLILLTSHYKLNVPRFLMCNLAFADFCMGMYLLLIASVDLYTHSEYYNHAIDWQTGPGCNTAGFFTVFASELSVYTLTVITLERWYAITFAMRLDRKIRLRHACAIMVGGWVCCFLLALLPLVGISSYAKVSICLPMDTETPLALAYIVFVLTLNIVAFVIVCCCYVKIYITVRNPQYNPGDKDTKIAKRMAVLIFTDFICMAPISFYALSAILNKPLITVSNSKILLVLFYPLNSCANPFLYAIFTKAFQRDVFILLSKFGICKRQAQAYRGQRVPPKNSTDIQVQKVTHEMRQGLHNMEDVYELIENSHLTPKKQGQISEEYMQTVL
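TSHR-expressing cells were treated with compounds, then stimulated with TSH at EC80 (4nM final) for 2 hours at 37 deg C. Cellular cAMP was measured by HTRF competition between lysate cAMP and cAMP-d2 for a cryptate-labelled anti-cAMP antibody.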
Integrin act MD: activators of alpha7 integrin expression for muscular dystrophy. alpha7betagal myoblasts, beta-gal FDG fluorescence, 48 h. Potency, µM (top dose mostly 38.3 µM), without a hit: at the top dose activation, hits mostly activators. actives 0.064% (n = 350,000);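 further: potency means the concentration at half of the fitted maximal effect; 100% = response of the positive control SU9516; nearly all actives have a fitted effect of over 60% in size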
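alpha7betagal+/- myoblasts (passage 13, 250/well) treated 48 h at 37C with compounds at 1:260 dilution of DMSO stock. Lysed, then beta-galactosidase activity read as FDG fluorescence (ex 480/em 540) after 30 min, with pre-read for autofluorescence.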
Eya2 phos inh: Eya2 (human) phosphatase inhibition; actives 0.006% (n = 330,000); recombinant Eya2, OMFP fluorescence dephosphorylation (OMFP is methylfluorescein phosphate); Potency, µM (titrated, usually from 76.9 µM), without a hit: at the top dose activity, negative = inhibition, hits mostly inhibitors; further: potency means the concentration at half of the fitted maximal effect; on the % scale 0 is the no-effect control and ±100 the full control effect
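Eya2 (0.2 uM) preincubated 10 min at ambient with compound, then OMFP substrate added at 50 uM; 10 min reaction in 50 mM HEPES pH 7.5, 50 mM NaCl, 5 uM MgCl2, 0.05% BSA, 1 mM DTT. Fluorescence read at Ex 485/Em 525 nm.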
Numbers without * were called inactive; ? = inconclusive; · = not tested or not shown; [ ] = dose if it differs, or a comment. Unless noted, the call rests on the fitted dose curve; in most records, active means well fitted curve in the direction sought with a large enough effect; inconclusive means small, poorly fitted or top-dose-only effect, or another doubt; inactive means no such curve, though single readings can be large; an effect the other way counts as inactive or inconclusive.

Value order: Mito fusion act | Tb PFK block | Chronic BCR inh | TCR activator | ELG1 DNA repair | AT treatment | PTAP TSG101 blk | S-ASM inh | TSHR antagonist | Integrin act MD | Eya2 phos inh
> COc1ccc(C(=O)N=C2CCC(C#N)=C3c4cc(OC)c(OC)cc4CCN23)cc1
  5% | 0% | ? | 7%[46.1 µM] | -1% | -2% | 1% | -2% | -2 | -25% | 3%
> Nc1cc(=O)[nH]c(SCC(=O)N2CCC(Cc3ccccc3)CC2)n1
  -4% | -6% | 11% | 0% | -15% | 6% | 2% | -3% | -1 | ? | 13%
> Cc1cc(C)cc(NC(=O)c2cc(=O)c3ccccc3o2)c1
  3% | 1% | -9% | 3% | 12% | 11% | 0% | 1% | 1 | -10% | -21%
> Cc1ccc(S(=O)(=O)N2CCN(C(=O)COC(=O)Cc3cccc(C(F)(F)F)c3)CC2)c(C)c1
  21% | -12% | -1% | -4% | 0% | 1% | -3% | · | -2 | -4% | -9%
> Cc1ccccc1C1c2[nH]c3ccccc3c2C[C@H]2C(=O)N(c3ccccc3C(=O)NCCCN3CCOCC3)C(=O)N12 (some centres not stated)
  3% | -2% | -27% | -5% | ? | 4% | -8% | -11% | 1 | 5% | -21%
> CCOC(=O)c1c(C)[nH]c(C)c1S(=O)(=O)N1CCOCC1
  1% | 1% | 0% | -2% | 4% | 4% | -4% | 0% | 1 | 2% | 9%
> CCOc1cc(C(=S)N2CCOCC2)ccc1OC(=O)c1ccccc1
  3% | -20% | -6% | -1% | 2% | 7% | 0% | 2% | -41 | 0% | 2%
> O=C(CNC(=O)c1ccc(Br)o1)NCCc1ccc(F)cc1
  -6% | 0% | -1% | 0% | -5% | 4% | -3% | 5% | 19 | -6% | 2%
> O=C(O)c1cc(/C=C/C(=O)c2cc(F)ccc2O)c2c(c1)COCO2
  2% | -6% | 3% | 3% | ? | 12% | -2% | 6% | -6 | -3% | -4%
> CCC(=O)OCCNc1cc(SCCC(=O)OC)c2nonc2c1[N+](=O)[O-]
  6% | -6% | ? | -10%[46.1 µM] | 18% | -5% | -7% | -10% | -5 | 24% | 7%
> CCOC(=O)c1ccc(NC(=O)CC2SC3=NCCN3C2=O)cc1 (configuration not stated)
  0% | -1% | ? | -9% | -7% | -5% | 0% | 1% | -4 | 31% | -1%
> CCN1CCN(Cc2ccc(NC(=O)CC3Oc4ccc(C)cc4NC3=O)cc2)CC1 (configuration not stated)
  0% | 0% | ? | 1% | -2% | -6% | -1% | -2% | 1 | -30% | 3%
> CCn1c(=O)cc(SCC(=O)N2CCN(Cc3ccc4c(c3)OCO4)CC2)c2ccccc21
  -4% | -3% | ? | 3% | -12% | -2% | -5% | 0% | -2 | 15% | -1%
> Cn1c(SCC(=O)NC2CC2)nnc1-c1cccs1
  3% | -2% | ? | 7% | ? | 11% | -3% | 0% | -10 | -10% | -1%
> C=CCN1C(=O)/C(=C2/Sc3ccc(OC)cc3N2C)SC1=Nc1ccccc1
  4% | 3% | 5% | 12% | 8% | -2% | 1% | 8% | -8 | ? | -6%
> CC(C)OCCCNC(=O)Cn1ncc2c(=O)oc3ccccc3c21
  2% | -1% | -5% | -1% | 0% | -5% | -11% | 2% | -9 | 8% | 6%
> Cc1cccc(OCCN2C(=O)C(=O)c3cccc(C)c32)c1
  3% | -4% | 3% | 1%[46.1 µM] | 6% | -2% | -6% | 11% | 13 | -2% | 0%
> CCOc1ccc(CN(C)CC(=O)Nc2ccc([N+](=O)[O-])cc2Cl)cc1
  4% | -8% | 0% | -2%[46.1 µM] | ? | 12% | 0% | -5% | 2 | 2% | 2%
> CCC(CC)NC(=O)COC(=O)c1cc(Br)ccc1Cl
  4% | 0% | 0% | 0%[46.1 µM] | 9% | -6% | -2% | 6% | 0 | -3% | -2%
> COC(=O)CC1C(=O)NCCN1C(=S)Nc1ccccc1 (configuration not stated)
  1% | -3% | 2% | 3%[46.1 µM] | 11% | 2% | -2% | -6% | 4 | -11% | -4%

Arranged by count of non-hydrogen atoms (smallest number first): 3 of the compounds above.
Value order: Mito fusion act | Tb PFK block | Chronic BCR inh | TCR activator | ELG1 DNA repair | AT treatment | PTAP TSG101 blk | S-ASM inh | TSHR antagonist | Integrin act MD | Eya2 phos inh
> Cn1c(SCC(=O)NC2CC2)nnc1-c1cccs1
  3% | -2% | ? | 7% | ? | 11% | -3% | 0% | -10 | -10% | -1%
> Cc1cc(C)cc(NC(=O)c2cc(=O)c3ccccc3o2)c1
  3% | 1% | -9% | 3% | 12% | 11% | 0% | 1% | 1 | -10% | -21%
> O=C(O)c1cc(/C=C/C(=O)c2cc(F)ccc2O)c2c(c1)COCO2
  2% | -6% | 3% | 3% | ? | 12% | -2% | 6% | -6 | -3% | -4%

Some values from the entries so far.
Entry of `CCC(=O)OCCNc1cc(SCCC(=O)OC)c2nonc2c1[N+](=O)[O-]` under Eya2 phos inh: 7%
Entry of `Cc1cccc(OCCN2C(=O)C(=O)c3cccc(C)c32)c1` under AT treatment: -2%

Continuation.
Value order: Mito fusion act | Tb PFK block | Chronic BCR inh | TCR activator | ELG1 DNA repair | AT treatment | PTAP TSG101 blk | S-ASM inh | TSHR antagonist | Integrin act MD | Eya2 phos inh
> COCCCN(C(=O)c1cc(-c2ccco2)nc2ccccc12)c1c(N)n(Cc2ccccc2)c(=O)[nH]c1=O
  2% | ? | 2% | -7% | ? | 14% | -7% | 35% | 3 | 4% | 9%
> COc1ccc(NC(=S)NC23CN4CN(CN(C4)C2)C3)c(OC)c1
  26% | -1% | -10% | -3% | 11% | -1% | -1% | 0% | -1 | -9% | 4%
> O=C(c1ccco1)N1CCN(c2ncnc3c2cnn3-c2ccccc2)CC1
  1% | -2% | ? | 9% | -11% | 0% | -10% | 0% | -6 | 15% | 5%
> COc1cc(/C=C/C(=O)OCC(=O)Nc2cc(S(=O)(=O)N(C)C)ccc2Cl)ccc1O
  -4% | -12% | -11% | -4% | 0% | -27% | -1% | 13% | -1 | -34% | 2%
> COc1cccc(NC(=O)C2C3C=CC4(O3)C2C(=O)N(CCCN2CCCC(C)C2)C4C(=O)NC2CCCCC2C)c1 (configuration not stated)
  -7% | 1% | 0% | 2% | 12% | 3% | -3% | 2% | 8 | -17% | -4%
> CC(=O)N1CCN(C(=S)Nc2ccc(Oc3ccccc3)cc2)CC1
  -10% | -2% | -1% | -1% | ? | 2% | -1% | -1% | 8 | -11% | -6%
> COc1ccc(C)cc1NC(=O)CN1CCN(c2ccc(F)cc2)CC1
  15% | 0% | 6% | -1% | -10% | 1% | -9% | -2% | 10 | -18% | -9%
> CCN(CC)CCCn1c(C)cc2c(c1=O)C(c1cccc(Cl)c1)C(C#N)=C(N)O2 (configuration not stated)
  3% | 2% | 8% | -25% | 5% | 6% | -1% | -1% | 8 | -24% | 11%
> CCc1ccc(NC(=O)Nc2cnccn2)cc1
  -3% | 2% | 0% | -2% | ? | 5% | 1% | 5% | -6 | 21% | -12%
> O=C(NC(=S)NCc1cccnc1)c1ccc([N+](=O)[O-])cc1
  -4% | -1% | 5% | -4% | 5% | 6% | 0% | -5% | -9 | 8% | 4%
> COc1ccc(N(C(=O)c2snc(C(N)=O)c2N)C(C(=O)NC2CCCC2)c2cc(OC)ccc2OC)c(OC)c1 (configuration not stated)
  2% | 2% | -3% | -2% | 4% | 0% | 3% | 148%[activator] | -15 | -4% | -1%

Compound activity as filed in PubChem.
